RGS4 act: potentiators or activators of RGS4; B-score at 10 µM; hit rate 0.92% among 310,000; AID 463111; HEK293 M3R/inducible RGS4, carbachol calcium flux Fluo4; stronger effect = lower value;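 active means B-score of the integrated calcium signal more than 4 SD below the library mean, with starting fluorescence not abnormally high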;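 further: negative B-score means reduced calcium response which marks RGS4 activation or potentiation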
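Detection: kinetic calcium fluorescence imaging with Fluo4-AM dye, 2 µM / Material: HEK293 cells with stable M3R and inducible RGS4 / Schedule: recording 10 s baseline at 1 Hz, 100 s post-agonist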
RGS4 inh: inhibitors of human RGS4; HEK293 M3R/RGS4 inducible, Fluo-4 calcium flux; stronger effect = higher value; triggered by carbachol at its EC20; hit rate 0.45% among 310,000; B-score at 10 µM; AID 463165; P49798;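 active means B-score, a plate-corrected calcium signal, over three deviations above library mean, with baseline fluorescence within five deviations of library mean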;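 further: RGS4 expression induced by doxycycline in cells with stable M3 receptor; B-score is computed from the integrated fluorescence ratio over baseline after carbachol; higher B-score means a larger calcium signal and so more RGS4 inhibition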
Target sequence (P49798 whole entry, looked up): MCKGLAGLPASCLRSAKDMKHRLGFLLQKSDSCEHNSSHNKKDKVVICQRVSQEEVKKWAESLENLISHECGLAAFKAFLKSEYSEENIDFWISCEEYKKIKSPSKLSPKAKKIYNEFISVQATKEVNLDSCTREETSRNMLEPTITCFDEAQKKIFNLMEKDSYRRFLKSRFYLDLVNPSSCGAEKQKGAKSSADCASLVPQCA
KCNK3 block: human KCNK3 channel inhibition, primary screen; O14649; hit rate 0.84% among 340,000; CHO-KCNK3 thallium flux, FluxOR fluorescence; stronger effect = lower value; B-score at 10 µM;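 active means B-score under library mean minus 4 SD, starting fluorescence ratio at most library mean plus 5 SD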;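 further: more negative B-score means stronger inhibition of thallium flux through KCNK3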
KCNQ1 block: blocks the human KCNQ1 potassium channel | P51787 | CHO-K1 KCNQ1, FluxOR thallium flux fluorescence; stronger effect = higher value | B-score at 10 µM | AID 2642 | hit rate 1.3% among 310,000;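 active means compounds whose thallium flux B-score, printed positive for inhibition, exceeds three library SD while starting fluorescence stays within three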;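 further: channel opened by potassium depolarization with thallium stimulus after 20 min compound exposure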
KCNK9 block: human KCNK9 channel inhibition; Q9NPC2; HEK293 KCNK9, FluxOR thallium flux fluorescence; stronger effect = lower value; B-score at 10 µM; hit rate 1.2% among 310,000;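 active means ratio B-score over 3 SD below the library mean, with starting fluorescence within 5 SD of its mean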;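 further: negative B-score means less thallium flux so channel inhibition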
Target sequence (Q9NPC2 whole entry, looked up): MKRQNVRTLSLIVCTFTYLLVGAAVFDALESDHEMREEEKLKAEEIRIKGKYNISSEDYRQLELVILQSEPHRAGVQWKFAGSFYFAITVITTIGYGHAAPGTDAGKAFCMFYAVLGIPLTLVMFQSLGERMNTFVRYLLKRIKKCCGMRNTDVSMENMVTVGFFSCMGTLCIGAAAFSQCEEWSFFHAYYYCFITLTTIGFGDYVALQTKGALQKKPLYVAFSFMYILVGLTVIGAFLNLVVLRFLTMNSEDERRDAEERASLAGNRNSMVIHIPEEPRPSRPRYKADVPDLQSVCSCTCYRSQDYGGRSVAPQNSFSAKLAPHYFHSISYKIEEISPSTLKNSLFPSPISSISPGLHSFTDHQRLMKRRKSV
PolyA inh: blocks polyadenylation in yeast reporter cells; calls only at 12 µM; hit rate 0.02% among 300,000; S. cerevisiae SKY197-pL101 polyadenylation reporter, beta-gal luminescence; efflux-impaired pdr1/pdr3 knockout yeast; score 100 = 6 SD above DMSO; AID 1875;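 active means lowest replicate activity score at least 50, where 100 means six control SD above control mean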;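 further: yeast exposed to compound for 9 h at 30 °C; higher score means more reporter readthrough which indicates perturbed polyadenylation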
hERG rescue: hERG (human) protection from proarrhythmic block; AID 1511; CHO-hERG, FluxOR thallium flux, dofetilide IC70 present; Q12809; hit rate 0.51% among 310,000; activation (rescue from dofetilide block), less the hit threshold, % at 10 µM;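 active means activation above the mean of controls blocked by dofetilide plus 5 SD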;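 further: thallium influx through hERG after potassium depolarization seen as dye fluorescence rise; in these data hits start at about 4.7%; inactives centre near -7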
DYRK1A inh: blocks rat Dyrk1A kinase activity. Q63470. ADP-Glo luminescence, NFATc1 peptide. inhibition, % at 12.5 µM. hit rate 0.43% among 310,000; in the data active means inhibition above about 50%;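 further: plate controls were vehicle with enzyme for no effect and no enzyme for full effect; many of its hits are not listed in these tables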
GSK3beta inhib: human GSK3beta kinase inhibition | P49841 | GST-GSK3beta kinase, ADP-Glo luminescence, 60 min; stronger effect = lower value | activity score (negative = inhibition), % at 10 µM | hit rate 0.038% among 300,000;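 active means more than half of replicate wells score below -50%, meaning over 50% inhibition versus plate controls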;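 further: 0% = median DMSO wells and -100% = median GW8510 positive control wells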
Target sequence (P49841 whole entry, looked up): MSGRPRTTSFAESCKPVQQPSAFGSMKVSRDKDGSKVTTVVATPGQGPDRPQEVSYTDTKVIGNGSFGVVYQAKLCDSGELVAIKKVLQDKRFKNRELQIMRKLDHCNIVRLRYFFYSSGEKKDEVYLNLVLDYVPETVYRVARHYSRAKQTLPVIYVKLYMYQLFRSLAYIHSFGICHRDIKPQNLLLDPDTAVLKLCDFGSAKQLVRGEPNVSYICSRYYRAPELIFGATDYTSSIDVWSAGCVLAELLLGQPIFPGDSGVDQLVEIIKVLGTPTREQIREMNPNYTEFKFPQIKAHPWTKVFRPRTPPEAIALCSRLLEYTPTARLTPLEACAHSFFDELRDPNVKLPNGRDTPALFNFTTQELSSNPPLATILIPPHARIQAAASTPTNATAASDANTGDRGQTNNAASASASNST
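Test system: GST-fused GSK3beta enzyme, cell-free | Quantity: 1.6 ng GST-GSK3beta enzyme per well | Reagent: 25 µM ATP with peptide substrate | Schedule: 60 min enzyme reaction, room temperature | Signal: Luminescent ADP-Glo measurement of ADP formed | Read-out basis: Score relative to plate controls | Control set: DMSO and 20 µM GW8510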
GSK3A inh: human GSK-3 alpha kinase inhibition. ADP-Glo luminescence, 60 min. inhibition, % at 10 µM. hit rate 0.1% among 320,000. AID 2650;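 in the data active means inhibition above about 50%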;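 further: GST-tagged GSK-3 alpha with peptide substrate and 25 µM ATP; 0% = DMSO neutral wells and 100% = GW8510 positive control wells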
KCNQ1 pot: human KCNQ1 channel potentiation or activation; P51787; CHO-K1 KCNQ1, thallium flux FluxOR fluorescence; stronger effect = higher value; B-score at 10 µM; hit rate 0.35% among 310,000;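 active means fluorescence ratio B-score, a plate-corrected score, at least three library SD, with initial intensity B-score within 5 SD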
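Doses: Single concentration per compound, DMSO matched to controls | Test system: KCNQ1-transfected CHO-K1 cells | Timing: 90 min dye loading and 20 min compound exposure, both at room temperature | Measured by: Kinetic FluxOR thallium fluorescence, 10-s 1-Hz baseline, 110-s post-stimulus read | Medium: Assay buffer with matched DMSO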
* hit, by the source's call; i = inactive; nt = not tested or not shown. This is a subset, so the mix of outcomes need not match the whole.

structure	RGS4 act	RGS4 inh	KCNK3 block	KCNQ1 block	KCNK9 block	PolyA inh	hERG rescue	DYRK1A inh	GSK3beta inhib	GSK3A inh	KCNQ1 pot
Nc1nc2ccccc2n1/N=C/c1cccnc1	i	i	i	i	i	i	-6	13	-1	-28	i
CN(C)S(=O)(=O)c1ccc(NC(=O)c2c(F)cccc2Cl)cc1	i	i	i	i	i	i	-5	-9	1	1	i
Cc1ccc(CNC(=O)c2cc3c(=O)n4ccccc4nc3n(Cc3ccco3)c2=N)cc1	i	i	i	i	i	i	-26	1	1	-2	i
O=C(COc1ccccc1)N1CCN(C(=O)COc2ccccc2)CC1	i	i	i	i	i	i	-7	4	0	-2	i
CC(Oc1ccc(F)cc1)C(=O)N(CCC1=CCCCC1)c1c(N)n(Cc2ccccc2)c(=O)[nH]c1=O (configuration not stated)	i	i	i	i	i	i	-13	9	2	0	i
Cc1cc(N2CCOCC2)nc2ccccc12	i	i	i	i	i	i	-7	2	1	-1	i
O=C(O)c1ccc(CNCc2ccc(F)cc2)cc1	i	i	i	i	i	i	-7	-2	-1	1	i
CC1CCCC(C)N1S(=O)(=O)c1ccc(NC(=O)CCn2cnc3ccccc3c2=O)cc1 (configuration not stated)	i	i	i	i	i	i	-6	2	1	-3	i
O=C(NCc1ccc(F)cc1)c1ccncc1	i	i	i	i	i	i	-4	8	0	-1	i
O=C(O)c1cc(NS(=O)(=O)c2ccc3ccccc3c2)ccc1O	i	i	i	i	i	nt	-11	-6	10	-7	i
Cn1c(=O)c2c3c(sc2n2c(SCc4ccccc4)nnc12)CCCC3	i	i	nt	i	i	i	-8	nt	1	-2	i
CCOC(=O)C1CCCN(C(=O)c2ccccc2Oc2ccccc2)C1 (configuration not stated)	i	i	i	i	i	i	-6	-5	-1	-1	i
COc1ccc(-c2ccnc3nc(-n4cccc4)nn23)cc1	i	i	i	i	i	i	-9	3	-5	-4	i
COc1ccc(-c2cn3cc(Br)cnc3n2)cc1	i	i	i	i	i	i	-2	2	-3	0	i
Cc1ccc2c(c1)nnn2C1CCN(S(=O)(=O)c2ccc(C(=O)O)cc2)CC1	i	i	i	i	i	i	-8	-3	3	0	i
COc1cc(CC(=O)OCC(=O)N2CC(C)CC(C)C2)cc(OC)c1OC (configuration not stated)	i	i	i	i	i	i	-4	-3	-4	-4	i
O=C(CNS(=O)(=O)c1ccc(Br)s1)NC1CCCc2ccccc21 (configuration not stated)	i	i	i	i	i	i	-15	-12	2	-2	i
COc1ccc2c(-c3ccccc3)cc(=O)[nH]c2c1	i	i	i	i	i	i	-12	3	0	-1	i
CN1CCN(C2=C(Cl)C(=O)N(C3CCCCC3)C2=O)CC1	i	i	i	i	i	i	-9	-2	0	-2	i
Cc1ccc(N=C2CCCN2Cc2ccccc2)c(C#N)c1	i	i	i	i	i	i	0	-2	3	-1	i
CC1(C)Cc2c(sc3nc(N/N=C/c4ccccc4)[nH]c(=O)c23)CO1	i	i	i	i	i	i	-11	nt	2	9	i
O=C(CNC(=O)c1ccc(Cl)cc1)OCC(=O)c1ccc2c(c1)OCCO2	i	i	i	i	i	i	-5	10	0	2	i
Cc1ccc(S(=O)(=O)N2CCNC(=O)CC2)cc1	i	i	i	i	i	nt	-5	-5	0	-2	i
CCOc1ccc(NC(=O)Cc2cccc3ccccc23)c([N+](=O)[O-])c1	i	i	i	i	i	i	-8	-1	-4	4	i
CC(C)(C)n1nc2c(c1NC(=O)c1ccc(S(=O)(=O)N3CCCC3)cc1)CSC2	i	i	i	i	i	i	-5	0	1	-5	i
COCCNc1nc(-c2cc(C(=O)Nc3ccccc3)on2)cc(C(C)C)n1	i	i	nt	i	i	i	-1	nt	0	0	i
C=CCOC(=O)C1=C[C@H](c2ccc3c(c2)OCO3)C[C@H](OCCCCO)O1	i	i	i	i	i	i	-2	5	-2	3	i
COc1ccc(/C=N/NC2=NS(=O)(=O)c3ccccc32)cc1	i	i	i	i	i	i	-3	-3	6	-3	i
COc1ccc(S(=O)(=O)N2CCCC(C(=O)N3CCOCC3)C2)cc1C (configuration not stated)	i	i	i	i	i	i	-6	6	1	0	i
O=[N+]([O-])c1ccc(N2CCN(CCO)CC2)cc1NCc1ccco1	i	i	i	i	i	i	-7	4	2	-3	i
O=C(O)CSc1nnc(C2CC2)n1-c1ccccc1	i	i	i	i	i	i	-11	0	4	-1	i
COc1ccc(C(=O)C2CCN(C(=O)c3ccc(OC)cc3)CC2)cc1	i	i	i	i	i	i	-5	-7	7	-4	i
CCN(CC)C(=O)CN1C(=O)C(=O)c2ccccc21	i	i	i	i	i	i	-15	2	4	0	i
COc1ccc(CNC(=O)CN(CC2CCCO2)C(=O)CNS(=O)(=O)c2ccc(C)cc2)cc1 (configuration not stated)	i	i	i	i	i	i	-7	-10	4	6	i
CCCCN(CC)CCNC(=O)c1cc2c(=O)n(C)c3ccccc3c2n1C	i	i	i	i	i	i	-11	50	-3	2	i
O=C(Nc1cccc(-c2csc(Nc3ccccc3)n2)c1)c1ccccc1	-7.3*	i	i	i	i	i	-19	1	2	0	i
CCCOc1c(Br)cc(C(=O)NCC)cc1OC	nt	nt	i	nt	nt	i	nt	6	4	0	nt
COc1ccc(C(=O)NCC(=O)OCC(=O)Nc2sccc2C#N)cc1OC	i	i	i	i	i	i	-9	7	-3	0	i
Cc1ccccc1NC(=S)Nc1ccc2[nH]c(=O)[nH]c2c1	i	i	i	i	i	i	-9	17	2	-2	i
c1ccc2c(c1)nc(N1CCOCC1)c1nnnn12	i	i	i	i	i	i	-5	9	5	0	i
Cc1ccc(N2CCOCC2)c2c1C(=O)c1ccccc1C2=O	i	i	i	i	i	i	-12	7	-9	15	i
O=C(NC1CCCC1)c1cc2c(ccc3ccccc32)o1	i	i	i	i	i	i	-10	0	0	0	i
Nc1ccc2nc[nH]c2c1	i	i	i	i	i	i	-5	10	-4	2	i
CCCC1(CCC)NC(=O)N(CC(=O)Nc2ccccc2OC)C1=O	i	i	i	i	i	i	-6	-2	2	-1	i
CCCc1[nH]nc2c1C(c1ccc(O)cc1OCC)C(C#N)=C(N)O2 (configuration not stated)	i	i	i	i	i	i	-12	4	2	5	i
O=C(CSc1nc2ccccc2c(=O)n1Cc1ccco1)N1CCCC1	i	i	i	i	i	i	-4	5	1	-4	i
CCCS(=O)(=O)N1CCN(Cc2ccccc2OCC)CC1	i	i	i	i	i	i	-9	-1	4	-1	i
COCCNC(=S)NC1CC2CCCC(C1)N2Cc1ccco1 (configuration not stated)	i	i	i	i	i	i	0	-3	1	-1	i
C=CCO/N=C/C1C(=O)CC(C)(C)CC1=O	i	i	i	i	i	nt	-7	-3	1	-1	i
CCCCn1c(C(C)NC(=O)c2cccs2)nc2ccccc21 (configuration not stated)	i	i	i	i	i	i	-6	-3	0	-1	i
Cn1c(=O)cc(SCC(=O)N2CCOCC2)c2ccc(Cl)cc21	i	i	i	i	i	i	-12	0	3	0	i
CCN(Cc1cnn(C)c1)C(=O)CC1C(=O)NCCN1Cc1cccc(OC)c1OC (configuration not stated)	i	i	i	i	i	i	-4	20	4	nt	i
COc1cc2cc(CN(Cc3cccnc3)C(=O)Nc3ccccc3)c(=O)[nH]c2cc1OC	i	i	i	i	i	i	-20	2	-2	0	i
O=C(NC1CCCCC1)C(c1ccncc1)N(C(=O)c1csnn1)c1ccccc1 (configuration not stated)	i	i	i	i	i	i	-4	-7	0	-3	i
COCCN(C(=S)Nc1cc(C)cc(C)c1)C(C)c1ccco1 (configuration not stated)	i	i	-9*	i	i	i	-9	-6	1	0	i
COC(=O)C1CCN(c2cc(=O)n(Cc3ccc(F)cc3)c(=O)[nH]2)CC1	i	i	i	i	i	i	-3	9	-3	-3	i

The closing 2 records of the section above open the next one:
structure	RGS4 act	RGS4 inh	KCNK3 block	KCNQ1 block	KCNK9 block	PolyA inh	hERG rescue	DYRK1A inh	GSK3beta inhib	GSK3A inh	KCNQ1 pot
COCCN(C(=S)Nc1cc(C)cc(C)c1)C(C)c1ccco1 (configuration not stated)	i	i	-9*	i	i	i	-9	-6	1	0	i
COC(=O)C1CCN(c2cc(=O)n(Cc3ccc(F)cc3)c(=O)[nH]2)CC1	i	i	i	i	i	i	-3	9	-3	-3	i
CC(CCC(C)OC(=O)c1ccccc1C(=O)O)OC(=O)c1ccccc1C(=O)O (configuration not stated)	i	i	i	i	i	i	-3	3	8	-7	i
CC(=O)c1ccc(OCC(O)CN2CCN(S(=O)(=O)c3c(C)cc(C)cc3C)CC2)cc1 (configuration not stated)	i	i	i	i	i	i	-12	-3	-4	-3	i
O=c1ccc2cc(S(=O)(=O)Nc3ccc(Br)cc3)ccc2o1	i	i	i	i	i	i	-9	nt	5	2	i
Cc1cc(C)cc(OC(=O)CCN2C(=O)c3ccccc3C2=O)c1	i	i	i	i	i	i	-4	31	-1	-1	i
COC(=O)c1c(C)[nH]c(C(=O)CSc2ncnc3sc(-c4ccccc4)cc23)c1C	i	i	i	i	i	i	-3	-3	0	0	i

Reformatted: results already given.
Each structure is followed by: RGS4 act, RGS4 inh, KCNK3 block, KCNQ1 block, KCNK9 block, PolyA inh, hERG rescue, DYRK1A inh, GSK3beta inhib, GSK3A inh, KCNQ1 pot
- Cc1cc(C)cc(OC(=O)CCN2C(=O)c3ccccc3C2=O)c1
→ i, i, i, i, i, i, -4, 31, -1, -1, i
- O=c1ccc2cc(S(=O)(=O)Nc3ccc(Br)cc3)ccc2o1
→ i, i, i, i, i, i, -9, nt, 5, 2, i
- COC(=O)c1c(C)[nH]c(C(=O)CSc2ncnc3sc(-c4ccccc4)cc23)c1C
→ i, i, i, i, i, i, -3, -3, 0, 0, i

Screening results (PubChem BioAssay)
